High-throughput results (PubChem BioAssay)
hIAP inh: human IAP inhibition; P09923; purified IAP, CDP-Star luminescence, 30 min; inhibition, % at 10 µM; hit rate 0.12% among 330,000; AID 2544;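 active means inhibition reaching a set limit with compound at 10 µM in the primary screen, cut at about 35% in these data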;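 further: plate controls were DMSO wells with enzyme for no effect and no-enzyme buffer wells for full effect; values of inactives mirror those of a sister screen read the other way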
Apaf1 inhib: blocks human Apaf-1 apoptosome activity; O14727; reconstituted apoptosome caspase-3 activity, DEVD-Rh110 fluorescence; inhibition, % at 20 µM; hit rate 0.71% among 330,000; AID 489030; active means inhibition of at least 40% at 20 µM;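 further: plate controls were DMSO wells for no effect and DEVD-CHO caspase inhibitor wells for full effect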
Target sequence (O14727 whole entry, looked up): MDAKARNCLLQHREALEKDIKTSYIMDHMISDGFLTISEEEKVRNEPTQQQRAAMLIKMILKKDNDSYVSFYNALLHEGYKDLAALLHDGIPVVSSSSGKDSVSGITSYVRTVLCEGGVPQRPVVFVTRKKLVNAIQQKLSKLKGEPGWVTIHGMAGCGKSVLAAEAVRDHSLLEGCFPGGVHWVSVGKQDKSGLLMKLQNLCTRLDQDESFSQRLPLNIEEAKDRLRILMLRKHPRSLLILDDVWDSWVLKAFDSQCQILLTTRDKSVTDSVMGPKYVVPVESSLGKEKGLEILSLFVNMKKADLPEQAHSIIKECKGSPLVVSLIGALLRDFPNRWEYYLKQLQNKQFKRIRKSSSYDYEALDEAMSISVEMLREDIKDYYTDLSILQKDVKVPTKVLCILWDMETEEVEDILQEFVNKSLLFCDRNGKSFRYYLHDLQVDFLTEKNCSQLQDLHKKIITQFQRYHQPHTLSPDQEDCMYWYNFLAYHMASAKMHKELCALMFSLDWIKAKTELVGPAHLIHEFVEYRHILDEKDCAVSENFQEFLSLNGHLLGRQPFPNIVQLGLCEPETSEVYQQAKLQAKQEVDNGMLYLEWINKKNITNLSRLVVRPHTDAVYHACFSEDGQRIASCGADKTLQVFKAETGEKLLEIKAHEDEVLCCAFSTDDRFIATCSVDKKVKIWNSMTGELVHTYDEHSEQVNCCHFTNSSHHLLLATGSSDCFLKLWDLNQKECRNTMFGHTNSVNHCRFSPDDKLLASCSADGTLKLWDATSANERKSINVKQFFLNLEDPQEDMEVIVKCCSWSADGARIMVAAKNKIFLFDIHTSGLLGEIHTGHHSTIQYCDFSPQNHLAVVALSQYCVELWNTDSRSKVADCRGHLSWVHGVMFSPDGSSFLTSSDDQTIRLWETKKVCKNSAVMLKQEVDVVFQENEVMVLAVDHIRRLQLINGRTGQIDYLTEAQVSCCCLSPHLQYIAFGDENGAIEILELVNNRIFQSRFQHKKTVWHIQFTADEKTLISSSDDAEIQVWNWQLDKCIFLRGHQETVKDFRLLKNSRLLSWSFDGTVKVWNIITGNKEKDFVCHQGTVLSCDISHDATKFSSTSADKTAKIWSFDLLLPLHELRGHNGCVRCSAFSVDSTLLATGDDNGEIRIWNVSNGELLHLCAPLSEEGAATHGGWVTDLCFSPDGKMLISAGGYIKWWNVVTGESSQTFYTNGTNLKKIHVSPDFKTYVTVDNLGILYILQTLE
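Material: cell-free apoptosome with Apaf-1, procaspase-3 and caspase-9; Buffer or medium: Hepes pH 7.5 with detergent and BSA; Reagent: cytochrome c trigger plus (Z-DEVD)2-Rh110 caspase-3 substrate; Times: compound with Apaf-1, dATP, procaspase-3 30 min, then 50 min reaction, room temperature; Technique: Rh110 fluorescence intensity.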
tim10-1 inh: growth inhibitors of tim10-1 mutant yeast; S. cerevisiae tim10-1 ts strain growth, BacTiter-Glo, 24 h; inhibition, % at 20 µM; hit rate 2.2% among 330,000; AID 463190;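 active means inhibition of at least 40%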;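 further: mutant grown at 25 °C; 0% = DMSO wells with yeast and 100% = wells holding no yeast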
NLRP3 yeast inh: inhibitors of NALP3 inflammasome in yeast; AID 2825; hit rate 0.39% among 330,000; Yeast reconstituted NLRP3/ASC/caspase-1, beta-gal luminescence, 24 h; inhibition, % at 10 µM;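 active means inhibition of 50% or more; inactive means inhibition below 50%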;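 further: plate controls were induced DMSO wells for no effect and uninduced yeast grown without galactose for full effect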
mIAP inh: blocks mouse intestinal alkaline phosphatase; purified mouse IAP, CDP-Star luminescence, 30 min; inhibition, % at 10 µM; hit rate 0.2% among 330,000; AID 2806;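 active means inhibition of at least 40% at 10 µM in the primary screen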;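 further: plate controls were DMSO with enzyme for no effect and no enzyme wells for full effect; values of inactives mirror those of a sister screen read the other way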
mIAP activ: increases mouse intestinal alkaline phosphatase activity; muIAP, CDP-Star luminescence, 30 min; hits give high values; 1 = vehicle-only enzyme signal, 0 = enzyme-free wells; hit rate 0.24% among 330,000; AID 2805; activation factor at 10 µM;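 active means activation factor of at least 2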; further: the source names both 10 and 20 µM as test concentration; values of inactives mirror those of a sister screen read the other way
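Assay system: mouse IAP enzyme; Reagent: CDP-Star chemiluminescent phosphatase substrate; Compound: DMSO-dissolved test compounds; Incubation: 30 min, room temperature; Technique: luminescence from enzymatic CDP-Star hydrolysis; Controls: DMSO-only wells and no-enzyme negative control.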
TIM10 inh: TIM10 yeast growth inhibition | S. cerevisiae TIM10 strain growth, BacTiter-Glo luminescence, 24 h | inhibition, % at 10 µM | hit rate 1.4% among 330,000;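 active means inhibition of 40% or more at the single tested concentration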;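 further: wild-type TIM10 isogenic control strain grown at permissive 25 °C; 0% = DMSO yeast wells and 100% = minimal medium wells without yeast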
ATG4B inhibitor: inhibitors of human ATG4B cysteine protease | Q9Y4P1 | ATG4B cleavage of LC3-PLA2, NBD-HPC fluorescence, 1 h | inhibition, % at 8.33 µM | hit rate 0.51% among 340,000 | AID 504462; in the data active means inhibition above about 40%
hIAP act: increases human intestinal alkaline phosphatase activity. hit rate 0.16% among 330,000. P09923. AID 2524. purified human IAP, CDP-Star luminescence, 30 min; hits give high values; 1 = vehicle-only enzyme, 0 = enzyme-free background. activation factor at 10 µM;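 active means activation factor of the enzyme at least 2-fold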; further: the source names both 10 and 20 µM as test concentration; values of inactives mirror those of a sister screen read the other way
Numbers without * were called inactive; nt = not tested or not shown.

smiles,hIAP inh,Apaf1 inhib,tim10-1 inh,NLRP3 yeast inh,mIAP inh,mIAP activ,TIM10 inh,ATG4B inhibitor,hIAP act
COCCNC(=O)Cn1cc(/C=C(\C#N)C(=O)NC2CCCC2)c2ccccc21,-29,-1,21,23,0,1,6,2,1.3
CC(C)C(=O)Nc1cccc(NC(=S)NC(=O)C(c2ccccc2)c2ccccc2)c1,8,20,30,8,-13,1.1,16,-6,0.92
Cc1ccc(OCC(=O)Nc2ccc(S(=O)(=O)N3CCOCC3)cc2)c(C)c1,-5,8,18,-6,-27,1.3,16,-14,1
Cc1ccc2c(c1)C1(OCCO1)C(=O)N2,0,5,6,14,-6,1.1,4,-8,1
CC1CCCN(CCCNC(=O)CN2C(=O)COc3ccc(S(=O)(=O)N4CCOCC4)cc32)C1 (centres undefined),-58,-4,1,9,-2,1,-6,7,1.6
Cc1ccc(NC(=O)CSc2nnc(CCCCCNC(=O)OC(C)(C)C)o2)c(C)c1,13,-10,17,-2,8,0.93,17,-3,0.87
Cc1ccc(CN2CC(C(=O)NC(c3nc4ccccc4[nH]3)C(C)C)CC2=O)cc1 (centres undefined),2,5,12,10,-9,1.1,7,-7,0.98
CCc1ccccc1NC(=O)C1CCCN(c2ncnc3onc(-c4ccc(F)cc4)c23)C1 (centres undefined),-2,14,2,1,-4,1,-2,-6,1
O=C(O)c1cccc(NS(=O)(=O)c2ccc3c4c(cccc24)C(=O)N3)c1,3,4,-15,21,8,0.92,2,0,0.97
COCCn1nnnc1SCC(=O)Nc1ccc2c(c1)OCO2,-4,-2,-9,13,0,1,-9,-5,1
CC(C)OCCCNC(=O)c1cccc(NC(=O)c2ccccc2)c1,0,-19,3,5,1,0.99,12,-3,1
O=c1[nH]ncc(N/N=C\c2ccncc2)c1Cl,-10,-3,9,-8,10,0.9,13,2,1.1
Cc1cc(C(=O)N=Nc2c(O)n(C(C)C)c3ccccc23)n[nH]1,-38,5,4,11,4,0.96,13,18,1.4
NC(=O)CSc1nnc(-c2ccccn2)n1N,-6,-15,-6,7,-8,1.1,10,-2,1.1
CCOc1cccc(C2C(C(=O)c3ccco3)=C(O)C(=O)N2c2nnc(C)s2)c1 (centres undefined),13,3,3,20,-3,1,10,3,0.87
CS(=O)(=O)CC(=O)Nc1ccc2nc3n(c(=O)c2c1)CCCCC3,6,-10,-4,2,1,0.99,-13,4,0.94
CCCOC(=O)c1ccc(NC(=O)c2ccoc2C)cc1,-9,6,-1,27,-1,1,-2,-9,1.1
Cc1ccc(C(=O)N2C(=O)C(c3ccccc3)Oc3ccccc32)cc1 (centres undefined),-6,7,38,40,5,0.95,33,18,1.1
Cc1c(NC(=O)COC(=O)C(c2ccc(Cl)cc2)C(C)C)c(=O)n(-c2ccccc2)n1C (centres undefined),-2,13,16,8,-1,1,22,-4,1
Cc1cc(F)ccc1NC(=O)Nc1ccc2c(c1)OCO2,-14,1,-1,-3,-3,1,-3,7,1.1

Some entries already given with just mIAP activ and Apaf1 inhib:
mol | mIAP activ | Apaf1 inhib
CCc1ccccc1NC(=O)C1CCCN(c2ncnc3onc(-c4ccc(F)cc4)c23)C1 (centres undefined) | 1 | 14
CCCOC(=O)c1ccc(NC(=O)c2ccoc2C)cc1 | 1 | 6

Other results
smiles,hIAP inh,Apaf1 inhib,tim10-1 inh,NLRP3 yeast inh,mIAP inh,mIAP activ,TIM10 inh,ATG4B inhibitor,hIAP act
CCOC(=O)N1CCN(CCC(=O)Nc2cc(C)ccc2C)CC1,-8,-4,5,24,-3,1,3,2,1.1
COc1ccc(-c2cn3cccnc3n2)cc1NC(=O)C(C)Oc1ccccc1 (centres undefined),-22,13,46*,14,2,0.98,1,12,1.2
O=C(NC(=S)NC12CC3CC(CC(C3)C1)C2)c1ccc(F)cc1,12,12,20,39,18,0.82,44*,-5,0.88
COC(=O)c1ccc2c(=O)[nH]c(COC(=O)c3[nH]c(C)c(C(C)=O)c3C)nc2c1,-4,1,5,-1,-10,1.1,-2,4,1
COc1cccc(CCNC(=O)c2cccc(NC(=O)C3=C(C)OCCS3)c2)c1,-7,12,18,-1,-10,1.1,9,4,1.1
Cc1ccc(C(=O)CC2SC(N)=NC2=O)cc1 (centres undefined),6,-6,-15,9,8,0.92,-15,3,0.94
C=C(C)C1Cc2c(C)nn(-c3cccc4ccccc34)c2C1 (centres undefined),12,15,22,-6,10,0.91,31,7,0.88
Cc1c(NC(=O)C(C)OC(=O)c2cc3c4ccccc4n(C)c3s2)c(=O)n(-c2ccccc2)n1C (centres undefined),-1,11,35,-7,-12,1.1,12,-3,1
O=C(COC(=O)CN1C(=O)C2CCCCC2C1=O)NCc1ccc(Cl)cc1Cl (centres undefined),10,23,19,13,7,0.93,6,1,0.9
O=C1NCCOC(=O)[C@H](Cc2ccc(F)cc2)C/C=C\C[C@H]1CC(=O)N(CCO)Cc1ccccc1,-13,-6,-6,8,1,0.99,47*,-9,1.1
Cc1cccc(C)c1NC(=O)Nc1ccc2c(c1)OCO2,10,-15,11,14,0,1,8,-1,0.9
CCCOc1cc(C)c(S(=O)(=O)N2CCOCC2)cc1C,2,1,8,57*,5,0.95,9,nt,0.98
O=c1cc(O)nc(SCc2ccc(Cl)cc2)[nH]1,-12,-1,0,-9,10,0.9,6,4,1.1
CCOc1ccc(NC(C)c2cc(Cl)ccc2O)cc1 (centres undefined),11,16,26,25,-8,1.1,17,7,0.89
COc1cc(C(=O)NCc2nnc(SCC(=O)NCc3ccccc3)o2)cc(OC)c1OC,-14,-12,10,6,-10,1.1,8,-10,1.1
Cc1csc(NC(=O)CCCNC(=O)c2ccc(Cl)cc2)n1,7,0,-15,14,-7,1.1,-28,-8,0.93
COc1cccc(NC(=O)Cn2nnc(-c3ccccc3N)n2)c1,14,-20,-33,21,-27,1.3,-20,-6,0.86
CCOC(=O)Cc1ncccc1C(=O)Nc1ccc(Oc2ccccc2)cc1,7,12,6,27,9,0.91,9,-2,0.93
OC(CN1C2=NCCCN2c2ccccc21)c1ccc(Br)cc1 (centres undefined),1,4,0,11,-12,1.1,-24,-1,0.99
COc1ccc(-c2nc3c(-c4ccc(Cl)cc4)cnn3cc2C)cc1F,10,-3,23,3,-10,1.1,-12,-3,0.9
O=C(/C=C/c1ccc2c(c1)OCO2)NCCSCc1ccc(Cl)cc1Cl,-3,11,37,26,-4,1,41*,-2,1
COc1ccc(OC)c(NC(=O)c2ccc(-c3cccs3)cc2)c1,-2,-1,17,23,10,0.9,0,-2,1
Cc1c([N+](=O)[O-])c([N+](=O)[O-])nn1CC(=O)N1CCCCC1,-5,-1,-19,10,7,0.93,-21,11,1.1
CC1CCCN(C(=S)SCC(=O)c2cc(Br)cc(Br)c2O)C1 (centres undefined),-8,5,50*,-5,15,0.85,38,1,1.1
O=C1CC(Nc2ccc(N3CCOCC3)cc2)C(=O)N1Cc1ccccc1 (centres undefined),11,16,16,17,0,0.99,-16,3,0.89
CC(=O)N1N=C(c2cccc([N+](=O)[O-])c2)OC1(C)CC(=O)Nc1ccccc1 (centres undefined),3,-6,26,19,11,0.89,9,2,0.97
COCCCNC(=O)CN1C(=O)COc2ccc(S(=O)(=O)N3CC(C)CC(C)C3)cc21 (centres undefined),-9,-4,9,10,-3,1,-4,-8,1.1
O=C(COC(=O)/C=C/c1ccc(Br)o1)Nc1cccc(S(=O)(=O)N2CCOCC2)c1,-24,6,-1,17,-7,1.1,-2,-8,1.2
COc1ccc(NC(=O)CSc2ncccn2)cc1S(=O)(=O)N1CCCCC1,8,-8,-5,13,-6,1.1,-2,-11,0.92
Cc1ccc(CN2CC[C@H]3C=CCc4cccc(c43)C2)cc1,5,16,-2,32,5,0.95,8,0,0.95
CC(=O)NCc1ccc(-c2nc3ccccc3s2)cc1,-7,-5,12,26,5,0.95,17,-10,1.1
Cc1cc(=O)oc2cc(OCC(=O)N3CCCC3)c(Cl)cc12,-1,-13,-2,9,3,0.97,9,-4,1
CCn1c(-c2ccccc2)csc1=Nc1ccc(S(=O)(=O)O)cc1,-72,15,9,12,0,0.99,13,-6,1.7
COc1ccc(-n2c(CCc3ccccc3)nnc2SCC(=O)NCc2ccccc2)cc1,-1,11,30,3,-11,1.1,20,-13,1
CC[C@](C)(O)c1cc2ccccc2c(=O)o1,18,4,-7,14,0,1,1,1,0.82
COc1cc(NC(=O)C2CCCO2)c(OC)cc1NC(=O)c1ccccc1 (centres undefined),10,6,22,20,0,1,16,4,0.9
Cc1ccc(OCC(=O)OCC(=O)c2ccccc2)cc1C,-1,12,7,10,9,0.91,9,7,1
Cc1cccn2c(=O)c(/C=C(\C#N)S(=O)(=O)c3ccccc3)c(N3CCN(c4ccccc4)CC3)nc12,2,8,2,21,10,0.9,1,5,0.98
CCc1cccc(OCCn2ccnc2)c1,5,3,0,7,-6,1.1,3,-5,0.95
C[C@@H]1COC(=O)[C@@H](Cc2ccc(F)cc2)C/C=C\C[C@@H](CC(=O)NCCO)C(=O)N1,-7,-8,-17,11,3,0.97,2,-4,1.1
COc1cccc(NC(=S)N2CCN(c3ccc([N+](=O)[O-])cc3)CC2)c1,1,10,20,6,8,0.92,-4,-6,0.99
COc1ccc(/C=C2\Sc3ccc(C(=O)N4CCCC4)cc3N(C)C2=O)cc1OC,-2,22,20,-3,-1,1,-2,0,1
CCC(C)N(C(=O)COC(=O)CSc1ccc([N+](=O)[O-])cc1)C1CCS(=O)(=O)C1 (centres undefined),4,-3,9,13,6,0.94,0,10,0.96
CN(C)C(=O)CN1C(=O)C2CCCCN2C(=O)c2ccccc21 (centres undefined),-1,2,9,19,-7,1.1,1,0,1
Cn1c(=O)c2c(nc(-c3ccccc3)n2C)n(Cc2ccccc2)c1=O,-5,11,31,5,-1,1,30,-6,1
Clc1ccc(CNc2ccccn2)cc1,-4,-12,6,22,0,1,3,-7,1
Cc1c(NC(=S)SCc2ccccc2)c(=O)n(-c2ccccc2)n1C,7,-5,8,5,8,0.92,19,1,0.93
CCOC(=O)COc1ccccc1/C=N\NC(=O)c1cc2c(ccc3ccccc32)o1,-70,21,-3,19,5,0.95,6,-9,1.7
Cc1ccc(OCCCSc2n[nH]c(N)n2)cc1,-10,-1,10,-10,14,0.86,10,5,1.1
O=C(O)c1cccc(S(=O)(=O)Nc2ccccc2-c2ccccc2)c1,0,12,13,10,-10,1.1,-6,-2,1
CCOc1ncccc1C(=O)Nc1ccc(-c2ccc3nnc(C)n3n2)cc1,6,-14,-1,7,1,0.99,14,-4,0.94
COCCCn1c(=O)c2ccccc2n(Cc2ccccc2)c1=O,21,15,-5,5,-5,1,0,-4,0.79
CCn1c2ccccc2c2cc(NC(=O)COC(=O)c3ccccc3O)ccc21,-8,-17,11,5,2,0.98,3,1,1.1
COc1ccc(C(=O)Oc2ccc(/C=N/O)cc2)cc1,14,9,-12,-3,8,0.92,19,-10,0.86
